# Assay outcomes from PubChem BioAssay.
# PRMT1 inh: inhibitors of human PRMT1. 370,000 compounds, 1.3% hits. recombinant PRMT1, activity-based probe fluorescence polarization. inhibition, % at 2.79 µM. AID 652257. Q99873;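 active = inhibition above about 21% made by adding two undisclosed values, limit read from the data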
# Target sequence (Q99873 whole entry, looked up): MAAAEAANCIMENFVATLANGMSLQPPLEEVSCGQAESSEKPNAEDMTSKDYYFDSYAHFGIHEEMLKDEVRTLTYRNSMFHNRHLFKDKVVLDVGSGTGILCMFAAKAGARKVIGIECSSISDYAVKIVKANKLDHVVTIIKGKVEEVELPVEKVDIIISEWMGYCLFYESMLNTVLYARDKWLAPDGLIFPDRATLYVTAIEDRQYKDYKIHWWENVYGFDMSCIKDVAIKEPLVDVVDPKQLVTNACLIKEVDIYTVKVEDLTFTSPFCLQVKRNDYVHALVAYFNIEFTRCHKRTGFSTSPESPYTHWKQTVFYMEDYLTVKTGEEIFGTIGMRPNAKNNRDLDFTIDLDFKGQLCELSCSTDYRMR
# Tn7 DDE FP: inhibitors of Tn7 peptide binding to human fibrin DD(E); P02675; FP displacement of FITC-Tn7 peptide from fibrin DD(E); 0% = median of compound wells per plate; inhibition, % at 8.3 µM; 370,000 compounds, 0.13% hits;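 active = inhibition above the mean of compounds falling within the control limits plus 3 SD of them, cut at about 14% in these data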;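 note: 0% = plate median of compound wells and 100% = 10 µM Aha-Tn7 peptide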
# Target sequence (P02675 whole entry, looked up): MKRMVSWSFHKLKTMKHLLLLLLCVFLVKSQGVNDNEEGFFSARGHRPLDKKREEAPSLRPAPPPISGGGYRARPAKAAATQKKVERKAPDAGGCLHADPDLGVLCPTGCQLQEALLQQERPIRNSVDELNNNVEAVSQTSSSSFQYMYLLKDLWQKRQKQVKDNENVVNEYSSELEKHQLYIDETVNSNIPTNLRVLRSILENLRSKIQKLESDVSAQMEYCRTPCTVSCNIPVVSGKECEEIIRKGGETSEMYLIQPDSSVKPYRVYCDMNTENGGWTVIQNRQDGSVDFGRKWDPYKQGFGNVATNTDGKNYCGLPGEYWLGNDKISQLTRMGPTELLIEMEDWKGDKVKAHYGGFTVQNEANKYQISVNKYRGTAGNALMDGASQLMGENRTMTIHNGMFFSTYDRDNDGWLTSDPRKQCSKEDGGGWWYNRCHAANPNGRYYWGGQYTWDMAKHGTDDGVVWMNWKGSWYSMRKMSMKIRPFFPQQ
#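 Assay system: Human clot-derived fibrin DD(E) complex | Buffer or medium: Tris/NaCl/CaCl2 buffer, pH 7.8 | Repeats: One replicate per compound | Benchmarks: Aha-Tn7 high control | Measure: % inhibition scaled between sample-field median and high-control FP | Schedule: 10 min plus 3 h, room temperature | Signal: Fluorescence polarization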
# LEDGF integ inh: blocks HIV-1 LEDGF/p75-dependent DNA integration. TR-FRET IN-LEDGF/p75 DNA integration, Eu/Cy5. inhibition, % at 3.7 µM. 370,000 compounds, 0.64% hits. AID 743269;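 active = inhibition above the screen-wide mean plus 3 SD, cut at about 13% in these data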;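 note: signal is the Cy5 over europium emission ratio at 671 and 618 nm; 0% = plate median of compound wells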
# SIAE primary: blocks human sialic acid acetylesterase. SIAE FP-Rh probe binding, fluorescence polarization. AID 1053197. inhibition, % at 9.66 µM. 370,000 compounds, 0.69% hits;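 active = inhibition above a cutoff: mean of compounds within the control limits plus 3 SD of those, cut at about 17% in these data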;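 note: 0% = plate median of compound wells and 100% = probe without SIAE protein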
# TCR CD3 inh: inhibitors of human TCR-CD3 interaction; TAMRA-labeled TCR probe fluorescence, biochemical; inhibition, % at 9.4 µM; 360,000 compounds, 0.37% hits; in the data active = inhibition above about 19%;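 note: recombinant mutant TCR 2C K166C tagged with TAMRA read by polarization; 0% = receptor in buffer alone and 100% = receptor with positive control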
# HTRA1 inh: inhibitors of human serine peptidase HTRA1; Q92743; recombinant HTRA1, FP-rhodamine activity-based probe, fluorescence polarization; 340,000 compounds, 0.5% hits; inhibition, % at 5.96 µM; in the data active = inhibition above about 36%;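 note: 0% = enzyme with DMSO and 100% = wells lacking enzyme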
# UHRF1 MBD2 ctr: human UHRF1 methylated DNA binding inhibitors; inhibition, % at 4.4 µM; Q96T88; 370,000 compounds, 0.75% hits; UHRF1 binding to methylated oligo, TR-FRET; in the data active = inhibition above about 21%;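 note: UHRF1 SRA domain binding a hemimethylated CpG hairpin DNA probe; 0% = median of test compound wells and 100% = reference inhibitor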
# mABHD4 FP: inhibitors of mouse ABHD4 | Q8VD66 | purified mABHD4, FP-Rh probe fluorescence polarization | inhibition, % at 8.92 µM | 370,000 compounds, 0.54% hits | AID 720543;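 active = inhibition exceeding the mean over every tested compound plus 3 SD, cut at about 30% in these data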;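 note: 0% = plate median of compound wells and 100% = S159A mutant with DMSO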
#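 Test system: mouse ABHD4 enzyme, wild type. Reagent: FP-Rh fluorescent activity-based probe, added after compound pre-incubation. Timing: pre-incubation 45 min, probe exposure 60 min, at 25 °C. Technique: FP readout, ex 525 nm / em 598 nm. Benchmarks: high control S159A mutant with DMSO, low control median of compound wells.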
# TDP2 absorb: TDP2 (human) inhibition, absorbance primary screen; O95551; recombinant TDP2, T5PNP hydrolysis, p-nitrophenol absorbance 415 nm; inhibition, % at 12.8 µM; 370,000 compounds, 0.34% hits;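 active = inhibition above the mean of all tested compounds plus 3 SD, set per campaign, cut at about 25% in these data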;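 note: 0% = DMSO with enzyme and 100% = buffer with substrate but no TDP2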
#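 Test system: Human TDP2 enzyme | Reagent: 5 mM T5PNP | Compound dosing: 12.8 µM single point, 1% DMSO | Incubation: Enzyme reaction with compound for 2 h at 37 °C | Technique: p-Nitrophenol epi absorbance | Read-out: % inhibition relative to enzyme-containing and enzyme-free wells | Benchmarks: High control without enzyme, low control DMSO plus TDP2 | Replicates: Singlicate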
# PG9 binder: small molecules binding HIV-1 gp120 antibody PG9 | inhibition, % at 6.7 µM | TR-FRET gp120-PG9 antibody binding | AID 624416 | 360,000 compounds, 0.43% hits; in the data active = inhibition above about 8.5%
# Numbers without * were called inactive; x = no result given.
SMILES,PRMT1 inh,Tn7 DDE FP,LEDGF integ inh,SIAE primary,TCR CD3 inh,HTRA1 inh,UHRF1 MBD2 ctr,mABHD4 FP,TDP2 absorb,PG9 binder
CC(=O)N1CCN(Cc2nc(C(c3ccccc3)c3ccccc3)no2)CC1,-0.6,-5.0,5.4,-3.6,4.5,3.1,-1.9,3.4,2.3,-1.1
CC(=O)Nc1ccc(C(=O)CSc2nnc(-c3ccccc3F)n2CCc2ccccc2)cc1,-2.0,3.1,0.2,-3.1,7.3,-18.8,-2.0,-5.0,8.0,-0.5
COc1cc2nc(C3CCC3)n(NC(=O)COc3ccccc3)c(=O)c2cc1OC,-0.7,2.4,-0.2,0.7,5.5,4.3,-2.3,-0.2,-3.1,0.6
Cc1ccc(Nc2ccccc2)cc1,3.7,2.2,2.2,11.5,-8.5,3.2,1.3,-2.3,-1.2,-1.9
CC(=O)c1cc(NC(=O)c2ccc(C)cc2)c(=O)oc1C,32.9*,3.5,2.2,1.9,-1.8,2.0,1.9,-5.2,-0.4,0.1
CSCCC(NC(=O)c1ccccc1Cl)C(=O)NCC1COc2ccccc2O1 (stereo not given),0.4,-1.9,2.3,7.2,-8.9,6.3,-1.2,0.4,4.3,1.4
CCOc1ccc(OCCC(=O)OCC(=O)N2CCN(S(=O)(=O)c3ccc(Cl)cc3)CC2)cc1,-2.7,-5.4,-0.1,-0.6,7.6,-3.1,-0.6,4.6,-0.5,-2.2
Cc1nc2ccccc2c2nc(NC(=O)Cc3ccccc3)nn12,1.1,3.4,-3.4,-0.8,0.8,0.5,1.0,-3.3,3.4,-1.6
CCOC(=O)CN1N=C(/C=C/c2ccccc2)CCC1=O,-0.8,-0.6,3.9,2.9,4.7,5.5,2.0,-2.5,4.1,-1.3
Cc1cnc(NC(=O)CCCc2nc3ccccc3s2)s1,49.2*,7.8,-1.1,-0.4,-4.5,-8.9,3.3,-7.4,-2.1,1.5
COc1ccc(/C=C2\SC(=O)N(CCC(=O)N3CCN(C)CC3)C2=O)cc1,-3.5,0.1,-1.4,3.3,0.5,-1.8,-7.0,-1.2,17.0,0.7
Cc1cc(C)c(NC(=O)C(C)c2cccc(C(=O)c3ccccc3)c2)c(C)c1 (stereo not given),-0.7,3.2,1.2,-2.2,-4.4,-16.6,-1.7,0.0,8.1,-2.2
CCOC(=O)C1=C(C)C2C3C(=O)N(c4ccccc4C)C(=O)C3C1(C)C1C(=O)N(c3ccccc3C)C(=O)C21 (stereo not given),-3.6,4.3,-1.9,3.6,-5.8,-2.1,-0.9,2.6,4.8,1.2
Cc1ccccc1N1CCN(C(=O)c2cccnc2)CC1,7.4,2.7,-2.7,1.1,-5.2,4.5,-0.5,1.1,2.7,-0.5
CCOC(=O)C1=C(C)Nc2ncnn2C1c1c[nH]c2ccccc12 (stereo not given),-2.8,1.8,-3.2,7.4,2.4,-1.9,1.3,0.1,15.1,-0.9
CCCCN1CCN(C(=O)Cn2c(=O)c3ccccc3n(CC)c2=O)CC1,-3.2,0.6,1.1,3.3,x,x,-0.2,1.6,12.0,x
Cc1cc(NC(=O)CSc2nc(=O)cc(N)n2-c2ccc(C)c(C)c2)no1,1.6,1.4,-3.4,1.0,-2.7,-18.1,0.5,-2.0,-14.4,0.0
Cn1c(CNC(=O)c2ccccc2F)nnc1SCC(=O)Nc1nncs1,-1.2,2.0,-0.2,7.9,3.7,2.0,0.0,3.0,9.6,-2.1
CC1CCCN(C(=O)CN2C(=O)NC(C)(c3ccc4ccccc4c3)C2=O)C1 (stereo not given),-2.0,3.8,3.4,4.4,3.0,-3.4,0.8,-0.5,-2.4,1.0
CS(=O)(=O)N(CCc1ccccc1)CC(=O)NCc1ccc2c(c1)OCO2,-2.6,-2.8,-1.2,7.9,2.0,-0.1,2.7,6.9,6.1,0.6
CCN(CC(=O)NCc1cccs1)C(=O)c1ccccc1F,-2.6,-4.7,4.3,-5.6,0.8,4.3,-1.6,-0.4,-3.1,0.4
COc1cccc(NC(=O)CN(C)C(C)C(=O)Nc2ccc(C(C)=O)cc2)c1 (stereo not given),5.1,1.0,-2.0,0.1,-10.6,-8.2,-0.3,4.1,7.2,-2.6
CCc1ccc(NC(=O)C2=CC=CN3CCS(=O)(=O)N=C23)cc1,-3.9,-6.2,-2.2,-5.7,5.5,-1.0,-0.1,2.8,-3.8,-1.3
Cc1ccc(NC(=O)NC2CCCCCCC2)cc1C,1.5,9.7,-2.5,-0.7,-4.4,-3.4,2.4,5.0,-2.4,1.6
O=S(=O)(NCc1ccco1)c1cnc(Cl)c(Br)c1,1.4,-4.3,-0.9,4.5,3.1,-0.1,-1.7,1.6,8.2,-0.9

# Reformatted as labelled records: part of the list above
molecule: CCc1ccc(NC(=O)C2=CC=CN3CCS(=O)(=O)N=C23)cc1
  PRMT1 inh: -3.9 | Tn7 DDE FP: -6.2 | LEDGF integ inh: -2.2 | SIAE primary: -5.7 | TCR CD3 inh: 5.5 | HTRA1 inh: -1.0 | UHRF1 MBD2 ctr: -0.1 | mABHD4 FP: 2.8 | TDP2 absorb: -3.8 | PG9 binder: -1.3
molecule: Cc1ccc(NC(=O)NC2CCCCCCC2)cc1C
  PRMT1 inh: 1.5 | Tn7 DDE FP: 9.7 | LEDGF integ inh: -2.5 | SIAE primary: -0.7 | TCR CD3 inh: -4.4 | HTRA1 inh: -3.4 | UHRF1 MBD2 ctr: 2.4 | mABHD4 FP: 5.0 | TDP2 absorb: -2.4 | PG9 binder: 1.6

# Next part
SMILES,PRMT1 inh,Tn7 DDE FP,LEDGF integ inh,SIAE primary,TCR CD3 inh,HTRA1 inh,UHRF1 MBD2 ctr,mABHD4 FP,TDP2 absorb,PG9 binder
COc1ccc(CSc2n[nH]c(C)n2)cc1[N+](=O)[O-],1.3,-1.4,-1.9,1.9,-2.5,6.9,5.7,4.8,-5.3,-1.0
Cc1c(C(=O)OCC(=O)N2CCCCC2C)oc2ccccc12 (stereo not given),0.1,-4.0,3.0,-7.6,10.8,-3.2,-1.1,-2.9,3.6,-2.4
N#Cc1ccccc1NC(=O)COC(=O)c1cccs1,-0.6,-8.8,-0.8,-5.5,-4.5,-2.6,15.8,-1.4,-1.4,-0.2
Nc1scc(-c2ccncc2)c1Cl,-1.8,4.0,1.7,7.7,-2.7,-10.5,-0.1,3.2,3.8,-2.5
CC1=C(C#N)C(Nc2cc(C)ccn2)(C(F)(F)F)C(=O)N1 (stereo not given),-4.1,0.1,1.8,6.5,-0.4,6.3,0.5,-1.6,-9.0,0.1
O=C(CCCn1c(=O)[nH]c2ccccc2c1=O)N1CCN(c2ccccn2)CC1,-2.9,2.0,-0.9,-6.3,-7.6,7.2,3.5,-2.5,-5.8,2.3
O=C1c2ccccc2C(=O)N1Cc1nc(-c2ccncc2)no1,-3.1,3.0,3.4,0.8,4.2,5.6,-2.6,2.2,6.7,-0.8
Cc1ccc(OCC(=O)Nc2oc(-c3ccccc3)c(-c3ccccc3)c2C#N)cc1,-2.3,-4.9,-1.3,-16.0,3.8,-30.8,16.3,-12.2,2.1,-0.6
Cc1ccc(CNC(=O)C2CCC(=O)N(Cc3cccc(C(F)(F)F)c3)C2)o1 (stereo not given),11.1,-3.1,-3.7,4.1,2.2,-2.0,1.6,5.7,-11.3,0.8
N#CCCCSc1nnc(Cc2ccc3c(c2)OCO3)o1,1.8,-4.6,0.6,6.0,6.1,4.8,0.2,8.7,-8.6,-2.7
Cc1cc(C(=O)NNC(=O)c2ccc(NC(=O)CC#N)cc2)c(C)o1,3.0,2.3,-1.7,-5.3,-0.9,-1.4,-2.5,-5.1,7.8,1.1
COc1ccc(/C=C2\SC(=S)N(C(C(=O)O)c3ccccc3)C2=O)c(OC)c1 (stereo not given),-4.3,9.2,3.7,-11.9,3.5,-62.2,-10.1,-7.3,9.7,-1.9
Cc1oc2c(C)c3oc(=O)c4c(c3cc2c1C)CCC4,-2.0,-6.2,-1.1,2.6,10.2,-8.2,-1.6,-2.9,3.1,0.6
COCCCn1c(Cc2ccccc2)nnc1SCC(=O)N1CCCCC1,-3.0,-7.0,1.1,-0.2,4.2,4.3,-0.1,3.2,4.3,-0.4
S=c1[nH]nc(COc2ccc(Cl)cc2Cl)n1-c1ccccc1,15.4,-2.6,-1.2,11.6,-6.9,-2.8,-0.5,-8.8,0.7,-0.9
COC(=O)c1ccc(-c2nn(C)c(=O)c3ccccc23)cc1,2.4,0.9,0.7,-6.7,-2.7,-9.4,-0.6,-0.9,-2.1,-0.3
COc1ccc(C(=O)NC(=S)N2CCN(c3ccccc3OC)CC2)cc1,1.8,9.4,-3.6,1.2,-12.0,2.3,0.5,0.1,12.1,-1.1
Cc1ccc(C(=O)NCC(=O)NCc2ccc(Cl)cc2)s1,-0.2,-5.3,-1.1,-2.2,-1.6,2.2,-2.5,-3.6,8.5,-0.3
S=C(NCc1ccncc1)Nc1cccc(Cl)c1,0.8,-0.8,-2.9,9.9,-4.4,-1.4,0.7,2.4,-3.1,-0.4
CCOC(=O)c1cnc2c(C)c(Cl)ccc2c1N1CCOCC1,-2.4,1.2,-2.4,-2.3,10.5,3.9,0.0,-2.5,-9.0,0.1
O=C(NC1CCCN(Cc2ccc(Cl)cc2)C1)c1ccnc(Cl)c1 (stereo not given),-4.2,1.8,8.3,-8.3,9.2,-1.1,-0.1,-7.9,-13.4,-1.6
Cc1ccc(NC(=S)NCC2CCN(C(C)c3ccccc3)C2)cc1C (stereo not given),-2.7,-5.1,0.6,8.4,6.4,4.0,23.1*,4.1,-0.3,-1.1
CCOC(=O)Cn1c(=N)n(CCOc2ccc(Br)cc2)c2ccccc21,0.5,3.7,-5.7,-5.6,-5.2,x,0.1,-18.3,-2.8,0.3
Cc1cccc(C)c1NC(=S)NN1CCN(C)CC1,-2.5,0.5,1.0,6.1,-3.8,-5.5,-2.3,-1.2,3.7,-1.3
COCCn1c(=S)[nH]c2cc(C(=O)NCc3ccc(F)cc3)ccc2c1=O,-0.3,-2.4,-2.4,0.3,-3.8,-9.1,-1.0,-10.6,3.9,0.6
O=C(O/N=C\c1ccc(N2CCCCC2)c([N+](=O)[O-])c1)c1cccc(C(F)(F)F)c1,2.0,2.2,-0.1,-7.8,1.5,-2.4,-0.6,8.3,4.5,1.7
CCOC(=O)Cn1c(CN2CCN(C(c3ccccc3)c3ccccc3)CC2)nc2c1c(=O)n(C)c(=O)n2C,-2.3,-0.2,-0.8,-1.4,0.0,-0.7,9.7,-1.8,4.7,1.3
O=C(Nc1ccc(-n2ccnc2P(=O)(O)c2ccccc2)cc1)c1ccccc1Br,10.8,1.6,-4.1,1.8,-10.6,0.0,6.3,7.6,-3.5,-1.6
Cc1cccc(N2CCN(C(=O)c3ccc(Cl)c(NC4=NC5CS(=O)(=O)CC5S4)c3)CC2C)c1 (stereo not given),-5.5,0.0,0.5,5.9,2.4,9.2,-1.2,-2.9,5.4,-2.4
